Bioassay records deposited in PubChem by several laboratories.
IDE cell activ – human IDE activators in live cells, primary screen, fluorescence polarization, HEK cells, FAbeta-B substrate; Insulin-degrading enzyme (Homo sapiens), P14735; FAbeta-B cleavage; 0% vehicle, 100% cell-free pure enzyme wells; activation, % at 5.96 µM; 340,000 compounds, 0.073% hits; AID 493087, 2011;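 active = activation above the mean of all tested compounds plus 3 SD, set per screening campaign, cut at about 17% in these data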
GPR7 antagonist – GPR7 receptor antagonists, primary screen, cell-based, fluorescence, single concentration; Neuropeptides B/W receptor type 1 (Homo sapiens), P48145; GPR7-expressing cells, fluorescence antagonist assay; 290,000 compounds, 1.1% hits; inhibition, % at 4.4 µM; in the data active = inhibition above about 16%, passing the limit was not always enough;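 also: cells stimulated with the agonist NPW; 0% = agonist with vehicle and 100% = vehicle without agonist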
Target sequence (P48145 whole entry, looked up): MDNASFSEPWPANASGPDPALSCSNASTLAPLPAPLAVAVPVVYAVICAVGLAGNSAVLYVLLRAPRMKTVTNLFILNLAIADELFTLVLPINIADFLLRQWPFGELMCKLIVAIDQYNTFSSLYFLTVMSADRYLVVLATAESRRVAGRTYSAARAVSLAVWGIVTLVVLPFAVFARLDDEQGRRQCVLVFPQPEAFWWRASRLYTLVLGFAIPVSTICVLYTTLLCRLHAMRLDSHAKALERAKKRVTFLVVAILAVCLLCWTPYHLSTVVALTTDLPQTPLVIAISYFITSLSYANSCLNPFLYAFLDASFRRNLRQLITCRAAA
PfM18AAP inh – PfM18AAP inhibitors, malaria aminopeptidase, primary screen, biochemical, QFRET, recombinant enzyme. M18 aspartyl aminopeptidase (Plasmodium falciparum 3D7). H-Glu-NHMec fluorogenic cleavage. inhibition, % at 7.35 µM. 290,000 compounds, 1.2% hits;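 active = inhibition above the campaign mean inhibition over all tested compounds plus 3 SD, cut at about 28% in these data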;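 also: 0% = plate median of test compound wells and 100% = 2 mM ZnCl2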
PHOSPHO1 inh – PubChem AID 1565; inhibition, % at 13.3 µM; 290,000 compounds, 1.1% hits; recombinant PHOSPHO1, absorbance phosphatase assay; in the data active = inhibition above about 60%
Target sequence (Q8TCT1 whole entry, looked up): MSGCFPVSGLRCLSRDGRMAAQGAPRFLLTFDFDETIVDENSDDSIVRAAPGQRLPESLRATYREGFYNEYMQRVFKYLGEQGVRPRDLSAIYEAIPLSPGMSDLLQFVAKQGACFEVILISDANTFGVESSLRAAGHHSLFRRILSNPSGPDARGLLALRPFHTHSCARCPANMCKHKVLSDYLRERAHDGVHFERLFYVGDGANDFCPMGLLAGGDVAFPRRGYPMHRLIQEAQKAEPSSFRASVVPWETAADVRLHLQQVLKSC
NALP1 yeast inh – NALP1 inflammasome inhibitors in reconstituted yeast, colorimetric, S. cerevisiae, triplicate retest. S. cerevisiae NALP1/ASC/caspase-1 growth, X-gal OD620, 72 h. inhibition, % at 10 µM. 280,000 compounds, 0.61% hits; in the data active = inhibition mostly above about 24%, no sharp cut-off; inactive = mostly below about 32%; also: some compounds called inactive have numbers as strong as hits
IDE inh – human IDE inhibitors in live cells, primary screen, fluorescence polarization, HEK cells, FAbetaB substrate. Insulin-degrading enzyme (Homo sapiens), P14735. FAbetaB cleavage. inhibition, % at 5.59 µM. 320,000 compounds, 0.41% hits;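 active = percent inhibition above the average of all tested compounds plus 3 SD, set per screening campaign, cut at about 16% in these data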;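 also: IDE supplied by intact live HEK cells; FP after avidin binding of uncleaved biotin substrate so inhibition keeps polarization high; 0% = DMSO wells and 100% = 60 µM reference IDE inhibitor Ii1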
IMP-1 inhibitor – IMP-1 metallo-beta-lactamase inhibitors, primary screen, biochemical, epi-absorbance readout, Pseudomonas aeruginosa enzyme; purified IMP-1, nitrocefin hydrolysis, epi-absorbance fluorescence; inhibition, % at 5.6 µM; 290,000 compounds, 0.45% hits;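 active = inhibition above the mean plus 3 SD of all compounds in the same screening run, cut at about 4.5% in these data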;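 also: 0% = IMP-1 with DMSO and 100% = DMSO wells lacking enzyme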
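System: purified recombinant IMP-1 beta-lactamase. Medium: Zinc- and detergent-supplemented HEPES buffer, pH 7.1. Compound: one 5.6 µM dose […]. Schedule: 15 min preincubation plus 25 min reaction at 25 °C. Technique: Epi-absorbance fluorescence, 480 nm excitation, 530 nm emission.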
VIM-2 inhibitor – VIM-2 metallo-beta-lactamase inhibitors, primary screen, biochemical, epi-absorbance readout, Pseudomonas aeruginosa enzyme; purified VIM-2, nitrocefin hydrolysis, epi-absorbance fluorescence; inhibition, % at 5.6 µM; 290,000 compounds, 0.89% hits; AID 1527, 2009;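 active = inhibition above the mean of all tested compounds plus 3 SD, cutoff set per screening run, cut at about 7.5% in these data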;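 also: red hydrolysis product quenches plate fluorescence so inhibitors raise well fluorescence; 0% = enzyme with DMSO and 100% = DMSO without enzyme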
pCIP destab – p/CIP-EGFP fusion destabilizers, primary screen, fluorescence, F442A cells; 16 h; decrease of EGFP signal, % at 10 µM; 290,000 compounds, 0.01% hits; AID 1984, 2009;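 active = EGFP signal decrease of at least 30% at 10 µM or well 3 SD below plate mean, unless failing retest; inactive = the rest, including hits failing retest or dose response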; also: some compounds called inactive have numbers as strong as hits; many of its hits are not listed in these tables
* hit, by the source's call.

Results for CCOc1cc(/C=C\c2nc(O)c([N+](=O)[O-])c(=O)[nH]2)ccc1OC(C)CC (centres undefined) ?
IDE cell activ: -1.1; GPR7 antagonist: -10.1; PfM18AAP inh: 9.6; PHOSPHO1 inh: 33.0; NALP1 yeast inh: 12.0; IDE inh: -4.5; IMP-1 inhibitor: -3.5; VIM-2 inhibitor: -1.1; pCIP destab: -5.0

What do the screens show for `O=C(c1ccccc1)c1c(O)cc(-c2ccccc2)oc1=O`?
IDE cell activ: 9.2; GPR7 antagonist: -3.3; PfM18AAP inh: 5.0; PHOSPHO1 inh: 10.3; NALP1 yeast inh: 22.5; IDE inh: -3.9; IMP-1 inhibitor: -5.0; VIM-2 inhibitor: -0.1; pCIP destab: -2.2

What do the screens show for `CCn1cc(CN(C)C(=O)/C=C/c2ccc([N+](=O)[O-])cc2)c(C)n1`?
IDE cell activ: 2.4; GPR7 antagonist: -2.6; PfM18AAP inh: 0.3; PHOSPHO1 inh: 0.8; NALP1 yeast inh: 34.6; IDE inh: 2.2; IMP-1 inhibitor: -1.8; VIM-2 inhibitor: -3.2; pCIP destab: 7.6

How did Clc1cccc(N2CCN(Cc3ccc(Br)o3)CC2)c1 do in these assays?
IDE cell activ: 1.0; GPR7 antagonist: -14.1; PfM18AAP inh: 2.0; PHOSPHO1 inh: 39.5; NALP1 yeast inh: 11.2; IMP-1 inhibitor: -1.5; VIM-2 inhibitor: -2.6; pCIP destab: -11.4

Results for COc1ccc(C2Nc3ccccc3C(=O)N2Cc2ccccc2)cc1 (centres undefined) ?
IDE cell activ: 0.0; GPR7 antagonist: -8.2; PfM18AAP inh: 3.6; PHOSPHO1 inh: -2.1; NALP1 yeast inh: 17.3; IDE inh: -0.2; IMP-1 inhibitor: -3.5; VIM-2 inhibitor: -3.0; pCIP destab: 0.7

How did O=C(N/N=C/c1cc(Br)cs1)c1ccccc1[N+](=O)[O-] do in these assays?
IDE cell activ: 0.9; GPR7 antagonist: -2.8; PfM18AAP inh: -4.0; PHOSPHO1 inh: -5.8; NALP1 yeast inh: 20.5; IDE inh: 11.7; IMP-1 inhibitor: -3.3; VIM-2 inhibitor: -2.4; pCIP destab: 6.0

Results for CCOc1cc(NC(=O)c2cccs2)c(OCC)cc1NC(=O)c1cccnc1 ?
IDE cell activ: 7.7; GPR7 antagonist: -5.3; PfM18AAP inh: -6.5; PHOSPHO1 inh: 37.0; NALP1 yeast inh: 11.6; IDE inh: -1.0; IMP-1 inhibitor: -4.2; VIM-2 inhibitor: -4.0; pCIP destab: 11.2

How did O=c1[nH]cccc1-c1nc2ccccc2[nH]1 do in these assays?
IDE cell activ: -1.2; GPR7 antagonist: -8.8; PfM18AAP inh: 6.3; PHOSPHO1 inh: 24.1; NALP1 yeast inh: -3.2; IDE inh: 1.0; IMP-1 inhibitor: -2.2; VIM-2 inhibitor: -0.1; pCIP destab: 7.5

Results for COc1ccccc1C(=O)Nc1nnc(-c2ccc3c(c2)CCCC3)o1 ?
IDE cell activ: -0.1; GPR7 antagonist: -5.4; PfM18AAP inh: 0.9; PHOSPHO1 inh: -13.2; NALP1 yeast inh: 29.5; IDE inh: 1.6; IMP-1 inhibitor: -0.3; VIM-2 inhibitor: 0.0; pCIP destab: 4.0

How did NC(Cc1ccc(Oc2ccc(O)cc2)cc1)C(=O)O (centres undefined) do in these assays?
GPR7 antagonist: 6.0; PfM18AAP inh: -0.7; PHOSPHO1 inh: 6.0; NALP1 yeast inh: 13.4; IDE inh: -5.6; IMP-1 inhibitor: -2.6; VIM-2 inhibitor: -1.4; pCIP destab: -2.4

What do the screens show for `COc1cccc(NC(=O)Cn2c(CCC(=O)O)ccc2-c2ccc(C)cc2)c1`?
IDE cell activ: 2.4; GPR7 antagonist: 2.1; PfM18AAP inh: 4.6; PHOSPHO1 inh: -29.0; NALP1 yeast inh: 5.0; IDE inh: -3.4; IMP-1 inhibitor: 0.8; VIM-2 inhibitor: 2.6; pCIP destab: -5.6

Results for O=C(CNCc1ccccn1)Nc1cc(C(F)(F)F)ccc1N1CCOCC1 ?
IDE cell activ: -3.9; GPR7 antagonist: -15.0; PfM18AAP inh: -2.9; PHOSPHO1 inh: 6.3; NALP1 yeast inh: 6.5; IDE inh: -6.0; IMP-1 inhibitor: -3.3; VIM-2 inhibitor: -1.6; pCIP destab: -4.0

Results for COCCCNCCC(CCC(C)C)c1ccc2c(c1)OCO2 (centres undefined) ?
GPR7 antagonist: 5.4; PfM18AAP inh: -8.3; PHOSPHO1 inh: 26.8; IDE inh: 2.8; IMP-1 inhibitor: -1.9; VIM-2 inhibitor: -2.2; pCIP destab: -2.0

Results for O=C(CN(C(=O)c1csnn1)c1ccc(F)cc1)NCCc1ccccc1 ?
IDE cell activ: 1.6; GPR7 antagonist: 9.8; PfM18AAP inh: -9.4; PHOSPHO1 inh: -9.0; NALP1 yeast inh: 8.3; IDE inh: -2.0; IMP-1 inhibitor: -4.0; VIM-2 inhibitor: -3.9; pCIP destab: 7.4

Results for N#C/C(=C/c1cc[nH]c1)C(N)=S ?
IDE cell activ: 0.1; GPR7 antagonist: -9.8; PfM18AAP inh: 10.8; PHOSPHO1 inh: -5.3; NALP1 yeast inh: -1.2; IDE inh: 4.2; IMP-1 inhibitor: 0.1; VIM-2 inhibitor: -0.4; pCIP destab: -1.6

Results for CCn1c(SCC(=O)N/N=C/c2ccc(O)c(OC)c2)nc2ccccc21 ?
IDE cell activ: -2.9; GPR7 antagonist: -4.3; PfM18AAP inh: 4.0; PHOSPHO1 inh: 4.9; NALP1 yeast inh: 10.0; IDE inh: -3.1; IMP-1 inhibitor: -3.0; VIM-2 inhibitor: -4.7; pCIP destab: -5.9

How did COc1cc(/C=C2\SC(=S)N(CCC(=O)Nc3ccc(O)cc3)C2=O)cc(OC)c1OC do in these assays?
IDE cell activ: 2.4; GPR7 antagonist: -34.2; PfM18AAP inh: 9.5; PHOSPHO1 inh: 32.6; NALP1 yeast inh: 2.9; IDE inh: 1.1; IMP-1 inhibitor: -3.2; VIM-2 inhibitor: 0.4; pCIP destab: 4.3

How did CCCn1c(N2CCN(CC(=O)c3c(C)n(C)c4ccc(OC)cc34)CC2)nc2c1c(=O)[nH]c(=O)n2C do in these assays?
IDE cell activ: 4.1; GPR7 antagonist: 1.4; PfM18AAP inh: 2.9; PHOSPHO1 inh: 7.2; NALP1 yeast inh: -12.1; IMP-1 inhibitor: -1.5; VIM-2 inhibitor: 0.6; pCIP destab: -2.0

How did COc1ccc(NC(=O)Nc2cc(C)ccc2F)cc1OC do in these assays?
IDE cell activ: 1.3; GPR7 antagonist: -6.3; PfM18AAP inh: -2.3; PHOSPHO1 inh: 19.2; NALP1 yeast inh: 10.7; IDE inh: 3.3; IMP-1 inhibitor: -1.2; VIM-2 inhibitor: -1.7; pCIP destab: 7.2

Results for N#C/C(=C/c1ccccc1[N+](=O)[O-])C(=O)NCc1ccco1 ?
IDE cell activ: -1.7; GPR7 antagonist: -10.3; PfM18AAP inh: -1.1; PHOSPHO1 inh: 1.8; NALP1 yeast inh: 33.7; IDE inh: 9.3; IMP-1 inhibitor: -3.1; VIM-2 inhibitor: -1.4; pCIP destab: 0.1

Results for COc1ccccc1NC(=O)CN1CCN(CC(=O)Nc2ccc(OC)c(OC)c2)CC1 ?
IDE cell activ: 3.8; GPR7 antagonist: 7.2; PfM18AAP inh: -13.7; PHOSPHO1 inh: 26.5; NALP1 yeast inh: 10.7; IDE inh: 1.4; IMP-1 inhibitor: -1.7; VIM-2 inhibitor: 0.9; pCIP destab: -10.2

Results for CCNc1nc(N)nc(Oc2ccc(OCCOc3ccccc3)nn2)n1 ?
IDE cell activ: 4.9; GPR7 antagonist: -4.3; PfM18AAP inh: -8.1; PHOSPHO1 inh: -45.0; NALP1 yeast inh: 9.5; IDE inh: 8.1; IMP-1 inhibitor: -1.0; VIM-2 inhibitor: 0.6; pCIP destab: 0.4

How did O=C(NNc1cccc(Cl)n1)c1ccc(Cl)cc1Cl do in these assays?
IDE cell activ: 1.4; GPR7 antagonist: -6.6; PfM18AAP inh: 22.6; PHOSPHO1 inh: 20.3; NALP1 yeast inh: 3.3; IDE inh: -4.9; IMP-1 inhibitor: -3.5; VIM-2 inhibitor: -3.7; pCIP destab: -13.5

How did Cc1ccc(S(=O)(=O)N2CCN(C(=O)c3ccccc3)CC2)cc1 do in these assays?
IDE cell activ: -3.1; GPR7 antagonist: 11.5; PfM18AAP inh: -5.8; PHOSPHO1 inh: 8.2; NALP1 yeast inh: 4.2; IDE inh: 4.5; IMP-1 inhibitor: -4.5; VIM-2 inhibitor: -2.7; pCIP destab: -15.1

Results for CCN(CC)c1ccc(NC(=O)c2ccc3c(c2)OCO3)c(C)c1 ?
IDE cell activ: -0.5; GPR7 antagonist: 11.1; PfM18AAP inh: 24.0; NALP1 yeast inh: -1.2; IDE inh: 1.7; IMP-1 inhibitor: -0.5; VIM-2 inhibitor: -1.3; pCIP destab: 0.2

What do the screens show for `Cc1ccc(NC(=O)COc2nc(C)cs2)cc1`?
IDE cell activ: 5.1; GPR7 antagonist: -9.4; PfM18AAP inh: 6.1; PHOSPHO1 inh: -3.3; NALP1 yeast inh: -0.2; IDE inh: -2.3; IMP-1 inhibitor: -2.5; VIM-2 inhibitor: -2.1; pCIP destab: -5.3

How did COC(=O)C1=C(C)NC(=O)CC1c1ccccc1OC (centres undefined) do in these assays?
IDE cell activ: 2.1; GPR7 antagonist: -5.6; PfM18AAP inh: -2.7; PHOSPHO1 inh: 1.2; NALP1 yeast inh: 5.8; IDE inh: 5.8; IMP-1 inhibitor: -1.5; VIM-2 inhibitor: -0.8; pCIP destab: 4.4

What do the screens show for `CCOC(=O)CSc1nc2ccc(N3CCOCC3)cc2c(=O)n1Cc1ccccc1`?
IDE cell activ: 0.4; GPR7 antagonist: -3.5; PfM18AAP inh: 11.3; PHOSPHO1 inh: 60.3*; NALP1 yeast inh: 5.2; IDE inh: -2.0; IMP-1 inhibitor: -5.9; VIM-2 inhibitor: -5.9; pCIP destab: -5.7

How did Cc1ccccc1-n1nc2c(c1NC(=O)c1c(-c3ccccc3Cl)noc1C)CS(=O)(=O)C2 do in these assays?
IDE cell activ: 4.0; GPR7 antagonist: -4.2; PfM18AAP inh: 4.7; PHOSPHO1 inh: 35.2; NALP1 yeast inh: 34.4; IDE inh: -1.1; IMP-1 inhibitor: -2.2; VIM-2 inhibitor: -2.4; pCIP destab: 1.9

What do the screens show for `CCOC(=O)c1ccc(NS(=O)(=O)c2cc(C)ccc2OC)cc1`?
IDE cell activ: -0.2; GPR7 antagonist: -6.3; PfM18AAP inh: -11.6; PHOSPHO1 inh: -9.3; IDE inh: 5.6; IMP-1 inhibitor: -6.5; VIM-2 inhibitor: -1.9; pCIP destab: -2.3
